# Rpn11 inh: blocks the human proteasome subunit Rpn11. actives 0.59% (n = 360,000). human 26S proteasome, Ub4-pepOG fluorescence polarization; 20S core pre-blocked with epoxomicin. calls only at 20 µM. O00487. AID 588493;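 active = inhibition at 20 µM, scaled to each plate's controls, above about 33%, limit read from the data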
# Target sequence (O00487 whole entry, looked up): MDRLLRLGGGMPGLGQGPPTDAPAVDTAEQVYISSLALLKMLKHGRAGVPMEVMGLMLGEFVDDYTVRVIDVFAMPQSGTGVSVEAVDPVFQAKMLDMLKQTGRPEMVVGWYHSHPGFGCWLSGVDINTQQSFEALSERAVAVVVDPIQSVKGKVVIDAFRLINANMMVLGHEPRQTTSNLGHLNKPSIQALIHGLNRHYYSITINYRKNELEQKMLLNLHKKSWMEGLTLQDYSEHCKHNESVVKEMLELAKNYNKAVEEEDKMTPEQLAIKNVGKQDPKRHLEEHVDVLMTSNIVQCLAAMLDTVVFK
# NRP1-CendR mod: NRP-1/CendR interaction modulation; AID 602438; FAM-RPARPAR peptide binding to NRP-1, fluorescence polarization; O14786; actives 0.85% (n = 360,000); inhibition, % at 25 µM;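 active = inhibition or corrected inhibition above about 18%, plus a signal ratio from 0.5 to 1.5, limit read from the data, passing the limit was not always enough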; note: strong numbers were not always called active
# SUMO1-SIM PPI: SUMO1-SIM interaction modulation. P63165. SUMO1 binding to a labelled peptide, TR-FRET, 1 h. inhibition, % at 20 µM. actives 0.33% (n = 360,000). AID 602429; in the data active = inhibition above about 37%
# Target sequence (P63165 whole entry, looked up): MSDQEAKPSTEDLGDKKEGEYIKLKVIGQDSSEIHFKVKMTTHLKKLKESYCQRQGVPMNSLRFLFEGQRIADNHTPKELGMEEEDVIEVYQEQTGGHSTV
# Scp1 inh: Scp-1 (human) phosphatase inhibition; Q9GZU7; Recombinant Scp1, phosphopeptide, malachite green phosphate absorbance; inhibition, % at 20 µM; actives 0.88% (n = 340,000);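 active = inhibition above about 50% at 20 µM, limit read from the data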;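 note: plate controls were DMSO wells with enzyme for no effect and wells lacking enzyme for full effect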
# Target sequence (Q9GZU7 76-261 limits assumed): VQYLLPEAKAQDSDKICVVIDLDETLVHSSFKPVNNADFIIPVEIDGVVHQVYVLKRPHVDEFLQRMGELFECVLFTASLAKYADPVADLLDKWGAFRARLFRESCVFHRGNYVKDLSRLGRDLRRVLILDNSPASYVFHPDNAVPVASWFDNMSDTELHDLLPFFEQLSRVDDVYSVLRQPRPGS
#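 Incubation: 45 min enzyme reaction at room temperature / System: truncated SCP-1 phosphatase (76-261aa) / Reagent: Phospho 17-mer peptide substrate / Buffer or medium: Acidic Tris acetate buffer with magnesium and detergent / Signal: absorbance at 630 nm / Doses: one concentration, 20 µM, with 1.0% DMSO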
# LMPTP block: blocks human LMPTP phosphatase; recombinant LMPTP-A, OMFP fluorogenic substrate, fluorescence intensity; inhibition, % at 20 µM; actives 0.22% (n = 360,000); AID 651560;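 active = compounds that cut the enzyme signal by at least half of the control window in the single-dose screen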;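 note: plate controls were DMSO wells with enzyme plus substrate for no effect and substrate without enzyme for full effect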
# Target sequence (P24666 whole entry, looked up): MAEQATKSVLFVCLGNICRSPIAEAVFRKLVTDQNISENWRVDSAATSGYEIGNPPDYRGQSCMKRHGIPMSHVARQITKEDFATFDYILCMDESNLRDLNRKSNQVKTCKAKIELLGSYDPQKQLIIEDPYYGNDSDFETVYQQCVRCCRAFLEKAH
#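 Test system: LMPTP-A phosphatase enzyme. Amount: LMPTP-A at 0.625 nM final in the reaction. Reagent: OMFP substrate, 400 µM final. Times: 50 min at room temperature. Signal: endpoint fluorescence intensity from OMFP dephosphorylation. Read-out basis: % inhibition. Benchmarks: no-enzyme and uninhibited controls.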
# STEP inh: blocks human striatal-enriched tyrosine phosphatase; recombinant STEP, OMFP fluorogenic substrate, fluorescence; actives 0.25% (n = 360,000); inhibition, % at 20 µM; AID 588621;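 active = inhibition at 20 µM, scaled per plate between control wells, above about 37%, limit read from the data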;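 note: 0% = DMSO with enzyme and substrate and 100% = substrate only without enzyme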
#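 Also added – OMFP at 25 µM · Test system – STEP tyrosine phosphatase · Technique – FITC-channel fluorescence of OMFP product · Schedule – 20 min at room temperature, dark · Evaluation – control-normalized % inhibition with plate pattern correction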
# MT1-MMP act inh: MT1-MMP (human) activation inhibition. AID 651647. actives 0.061% (n = 360,000). GFP/RFP ratio change, % at 20 µM. HT1080 RFP-PRO-GFP cells, GFP/RFP ratio fluorescence, overnight; percent of plate control window, DMSO zero;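 active = GFP/RFP ratio change of at least 30% with cell ATP level not reduced by more than half and red fluorescence within 50% of control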; note: strong numbers were not always called active
#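 Compound: 20 µM single dose, 1% DMSO / System: HT1080 RFP-PRO-GFP cells / Controls: DMSO and RFP-L50D-GFP cell wells / Read-out basis: GFP/RFP fluorescence ratio / Schedule: overnight compound exposure at 37 °C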
# SKN-1 inh: inhibitors of C. elegans SKN-1; AID 624304; C. elegans VP596 Pgst-4::GFP/RFP ratio, acrylamide-induced, 24 h; inhibition, % at 21.8 µM; actives 0.49% (n = 360,000);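 active = interference check ratio from 0.5 to 1.5 plus GFP to RFP signal ratio inhibition reaching or exceeding a fixed threshold, cut at about 30% in these data, passing the limit was not always enough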; note: some compounds called inactive have numbers as strong as hits
# DNMT1 block: inhibitors of human DNMT1; P26358; DNMT1 molecular beacon, Hinp1I cleavage, fluorescence; inhibition (reported as % activation of signal), % at 10 µM; actives 0.83% (n = 360,000); in the data active = inhibition above about 50%
# NadD block: inhibitors of Staphylococcus aureus NadD | AID 602399 | actives 0.78% (n = 360,000) | inhibition, % at 20 µM | purified NadD enzyme, colorimetric absorbance read-out; in the data active = inhibition above about 26%; note: some compounds past the cut are filed as inactive
# * marks the source's active call; other numbers are inactive results; i = inactive; x = not tested or not shown; + = active, no number. This is a random part of the collection; about 3.9% have a hit in one of these screens.
canonical_smiles	Rpn11 inh	NRP1-CendR mod	SUMO1-SIM PPI	Scp1 inh	LMPTP block	STEP inh	MT1-MMP act inh	SKN-1 inh	DNMT1 block	NadD block
Cc1ccc(NC(=O)CCC(=O)NNC(=O)c2ccccc2Cl)c(C)c1	i	3	2	-5	-0.5	-1	1	-13	2	3
Cc1nc2ccccc2c2oc(C(=O)NCc3ccc4c(c3)OCO4)cc12	i	-2	4	-5	3.4	0	0	8	6	-2
Cc1ccc(C2CC(=O)N3CN(Cc4ccco4)CSC3=C2C#N)cc1 (configuration not stated)	i	-12	1	3	3.9	6	-2	-10	-10	4
O=C(CN1C(=O)/C(=C\c2ccccc2Cl)Sc2ccccc21)NCCCN1CCOCC1	i	11	-13	6	-0.6	0	-2	15	-2	-4
O=C(NCc1ccccn1)C1CCN(S(=O)(=O)c2cccs2)CC1	i	3	2	-1	0.2	-4	7	-29	-1	-4
CCOC(=O)C(=O)NNc1ccc(Cl)cc1	i	6	3	-5	-0.4	-2	-1	-8	0	1
Cc1cc(OC(C)C(=O)Nc2ccccc2C(=O)N2CCCC2)ccc1Cl (configuration not stated)	i	2	2	-5	0.6	1	-8	-3	1	1
COc1cccc(NC(=O)[C@H](CC(C)C)NC(=O)N2CCn3c2nc2ccccc23)c1	i	0	-1	1	2.5	-3	9	-9	-3	10
COc1ccccc1C(=O)n1nc(-c2ccc(Cl)cc2)nc1N	i	-9	-2	-4	1.8	0	2	14	-3	-5
Cc1ccccc1CCNC(=O)Cn1ccc2cc(S(=O)(=O)N3CCCC3)ccc21	i	9	2	-10	1.4	1	0	13	-2	3
COCCNC(=O)c1cc2c(-c3ccccc3F)nn(C)c2s1	i	10	3	-4	0.6	-2	11	20	1	-5
Cc1c(N2C(=O)/C(=C\C3CC=CCC3)SC2=S)c(=O)n(-c2ccccc2)n1C (configuration not stated)	i	-15	-2	-1	2.6	1	11	-11	2	0
Cc1cccc(OCCCC(=O)N2CCCCCC2)c1C	+	2	0	-5	-0.3	-1	1	-8	0	-3
N#CC1(c2ccccc2)CCCN1C(=O)c1ccccc1Cl (configuration not stated)	i	26*	1	-2	-1.8	0	5	4	4	-9
CC(=O)n1cc([C@@H]2C=C(C(=O)NCc3ccccc3)O[C@H](OCc3ccc(CO)cc3)C2)c2ccccc21	i	-41	3	-4	5.3	2	-2	-2	-25	-1
CC[C@H](C)[C@H](NC(=O)c1ccc(Cl)cc1)C(=O)OCC(=O)c1c(N)n(C)c(=O)n(C)c1=O	i	-2	2	-10	0.1	0	5	13	-1	0
CC(On1c(-c2ccccc2)nc2ccc(Cl)cc21)C(=O)O (configuration not stated)	i	3	3	-8	-0.2	-6	5	1	4	0
CC(NC(=O)COC(=O)c1ccccc1Nc1ccccc1)c1ccccc1 (configuration not stated)	i	8	1	-11	0.8	0	-6	6	-2	-3
Cc1ccc(S(=O)(=O)NCc2cn3ccsc3n2)c(C)c1	i	16	1	0	1.5	0	1	-4	1	1
CCC(C)NCCCCOc1ccc(C)cc1[N+](=O)[O-] (configuration not stated)	i	-22	-5	-6	-2.9	1	11	2	-6	-2
O=C(Nc1cccc(-c2nc3ccccc3[nH]2)c1)c1ccccn1	i	-6	-1	-1	4.8	0	0	-7	-7	12
Cc1cccc(C(C)C)c1NC(=O)COC(=O)Cc1ccsc1	i	-3	2	-1	-0.1	-1	-2	8	2	-1
CNC(=O)NC(=O)CSc1ccc(S(=O)(=O)N2CCOCC2)cn1	i	0	2	-5	-1.5	-3	-2	-3	7	6
COc1ccc(-c2cc(C(=O)NC(Cc3cc4ccccc4[nH]3)C(=O)O)c(C)o2)cc1OC (configuration not stated)	i	-27	8	1	1.0	0	0	5	-1	1
CCOC(=O)c1c(NC(=O)C(C)OC(=O)C2=COCCO2)sc2c1CCCC2 (configuration not stated)	i	6	0	-10	4.3	9	-1	10	-4	-5

# A different layout for part of the listing above.
# Order of values: Rpn11 inh | NRP1-CendR mod | SUMO1-SIM PPI | Scp1 inh | LMPTP block | STEP inh | MT1-MMP act inh | SKN-1 inh | DNMT1 block | NadD block
> Cc1cccc(OCCCC(=O)N2CCCCCC2)c1C
    + | 2 | 0 | -5 | -0.3 | -1 | 1 | -8 | 0 | -3
> N#CC1(c2ccccc2)CCCN1C(=O)c1ccccc1Cl (configuration not stated)
    i | 26* | 1 | -2 | -1.8 | 0 | 5 | 4 | 4 | -9

# The list continues:
canonical_smiles	Rpn11 inh	NRP1-CendR mod	SUMO1-SIM PPI	Scp1 inh	LMPTP block	STEP inh	MT1-MMP act inh	SKN-1 inh	DNMT1 block	NadD block
CC(Oc1ccccc1Cl)C(=O)Nc1ccc(S(=O)(=O)Nc2nccs2)cc1 (configuration not stated)	i	-8	13	-8	-0.2	-1	-2	-28	0	1
CC(NC(=O)Cn1cc([N+](=O)[O-])cn1)c1ccc(C(C)(C)C)cc1 (configuration not stated)	i	-14	0	-2	0.5	11	6	-5	-1	-2
CC(=O)Nc1nonc1NC(=O)CSc1ncn[nH]1	i	-2	5	3	-1.9	1	2	17	3	0
COC(=O)c1ccc(CSc2nnc(SCc3ccc(C(=O)OC)o3)s2)o1	i	4	10	1	0.4	-2	0	5	10	-7
COc1ccc(-c2ccc(CN3C(C)C(=O)N(Cc4cn(CCC5OCCO5)nn4)CCS3(=O)=O)cc2)cc1 (configuration not stated)	i	-21	10	x	3.0	2	-13	15	16	21
CCOC(=O)C1=C(C(=O)OCC)c2ccc(OC)c(OC)c2C1	i	12	-12	-1	0.3	-4	-1	9	0	-1
COc1cccc(NS(=O)(=O)c2cc3c(cc2C)N(C)CCO3)c1	i	-5	2	-9	-0.2	0	0	-7	-1	-2
Cc1ccc(S(=O)(=O)N2CCC(C(=O)NCCc3ccccc3)CC2)cc1	i	10	1	9	-1.1	10	-4	13	2	-3
Cc1ccc(NC(=O)CN(C)C(=O)COC(=O)c2nc3nccc(C)n3n2)cc1	i	-4	-2	-2	0.3	0	1	-2	2	4
O=C(CCCCO)CCCCCCCC[C@H]1N[C@H](CO)[C@H](O)[C@@H]1O[C@@H]1O[C@H](CO)[C@@H](O)[C@H](O)[C@H]1O	i	12	5	31	24	20	0	-2	11	-1
COc1ccc(C2/C(=C(\O)c3ccc4c(c3)OCCO4)C(=O)C(=O)N2CCCN(C)C)c(OC)c1 (configuration not stated)	i	-4	-2	-4	-2.2	-22	-11	-10	-4	-2
CCCC(=O)Nc1ccc(NC(=O)c2ccccc2Cl)nc1	i	-6	2	-7	-0.3	1	1	21	-3	-1
CCc1ccccc1N1CC(C(=O)Nc2nccs2)CC1=O (configuration not stated)	i	4	-1	-7	-0.3	2	-1	-12	1	2
CC(C)CCNC(=O)C(c1ccco1)N(CCCO)C(=O)Cn1nnc(-c2ccc(F)cc2)n1 (configuration not stated)	i	-8	-1	3	-2.9	2	-5	7	-4	-9
COc1ccc(NC(=O)COc2cccc3c2OC(C)(C)C3)cc1OC	i	-3	4	-8	0.0	1	-7	-5	-2	-3
Cc1noc(C)c1NC(=O)N(C)C[C@@H]1Oc2cc(Br)ccc2S(=O)(=O)N([C@@H](C)CO)C[C@H]1C	i	-4	-4	x	-2.3	-2	0	-4	2	0
Cc1ccc(C2NC(=S)NC3=C2C(=O)CCC3)cc1 (configuration not stated)	i	-11	4	-4	-2.7	4	3	2	-2	-3
O=C(COc1ccccc1C(=O)c1cnn(-c2ccccc2)c1)Nc1ccc2ccccc2c1	i	5	-4	-12	3.2	1	-3	-1	1	-3
Cc1sc2nc(CSc3nnnn3-c3ccc(Cl)cc3)[nH]c(=O)c2c1C	x	-137	-1	-7	1.6	38	-16	29	0	18
CC1CCCCC1NC(=O)COC(=O)c1ccc2c(c1)OCCO2 (configuration not stated)	i	9	-1	-4	-0.3	-1	-4	-2	5	-1
CCOC(=O)C1CCCN(C(=O)Cn2ncc3c([nH]c4ccccc43)c2=O)C1 (configuration not stated)	i	-10	3	-6	0.8	-3	-4	-3	-5	2
Cc1onc(-c2ccccc2Cl)c1C(=O)Nc1cccc(-c2cn3cccnc3n2)c1	i	-4	-12	3	3.3	-3	3	-19	-2	8
Cc1cc(C)cc(N2CC(C(=O)Nc3cc(C)on3)CC2=O)c1 (configuration not stated)	i	-7	0	-5	-0.9	1	0	20	-2	-3
O=C(CCN1C(=O)C2C3C=CC(C3)C2C1=O)N1CCCCC1 (configuration not stated)	i	7	2	-1	-1.9	-3	2	0	-2	-4
O=C(CSc1nn(-c2ccccc2)c(=S)s1)Nc1ncccn1	i	-2	-2	-6	0.8	0	-2	9	-1	0

# Entries from the list above that have a furan ring, fused or not (5):
canonical_smiles	Rpn11 inh	NRP1-CendR mod	SUMO1-SIM PPI	Scp1 inh	LMPTP block	STEP inh	MT1-MMP act inh	SKN-1 inh	DNMT1 block	NadD block
Cc1nc2ccccc2c2oc(C(=O)NCc3ccc4c(c3)OCO4)cc12	i	-2	4	-5	3.4	0	0	8	6	-2
Cc1ccc(C2CC(=O)N3CN(Cc4ccco4)CSC3=C2C#N)cc1 (configuration not stated)	i	-12	1	3	3.9	6	-2	-10	-10	4
COc1ccc(-c2cc(C(=O)NC(Cc3cc4ccccc4[nH]3)C(=O)O)c(C)o2)cc1OC (configuration not stated)	i	-27	8	1	1.0	0	0	5	-1	1
COC(=O)c1ccc(CSc2nnc(SCc3ccc(C(=O)OC)o3)s2)o1	i	4	10	1	0.4	-2	0	5	10	-7
CC(C)CCNC(=O)C(c1ccco1)N(CCCO)C(=O)Cn1nnc(-c2ccc(F)cc2)n1 (configuration not stated)	i	-8	-1	3	-2.9	2	-5	7	-4	-9

# Continuation:
canonical_smiles	Rpn11 inh	NRP1-CendR mod	SUMO1-SIM PPI	Scp1 inh	LMPTP block	STEP inh	MT1-MMP act inh	SKN-1 inh	DNMT1 block	NadD block
O=C(O)CCCC(=O)OCc1c(-c2ccccc2)ncc2ccccc12	i	-1	-9	1	-0.7	-2	1	10	1	2
Cc1ccc([C@@H]2[C@@H]3C(=O)N(C)C(=O)[C@@H]3[C@]3(C)C(=O)N(CCO)CC(=O)N23)o1	i	-3	-2	1	-0.5	0	0	-1	11	-3
COc1ccc(/C=C/c2nnc(NC(=O)CSc3ccc(C)cc3)s2)cc1	i	-14	4	-4	-0.2	-1	0	-2	8	9
CC(CCc1ccccc1)NC(=O)c1ccc2nc(N3CCOCC3)sc2c1 (configuration not stated)	i	10	-3	-8	1.1	0	3	4	1	1
CC(=O)Nc1ccc(S(=O)(=O)N(C)CC(=O)OCC(=O)c2ccc[nH]2)cc1	i	4	-3	-8	-4.0	3	0	10	-6	-1
C[C@@H]1CN([C@@H](C)CO)C(=O)c2cc(-c3cccnc3)cnc2O[C@H]1CN(C)C(=O)c1cccc(F)c1	i	-4	3	x	-0.6	8	-3	6	10	1
COc1cc(/C=C/C(=O)c2ccc([N+](=O)[O-])o2)ccc1O	i	-12	-7	9	-1.3	4	-5	-19	11	0
